# UHRF1 MBD2 ctr – blocks human UHRF1 binding to methylated DNA. 370,000 tested, 0.75% active. inhibition, % at 4.4 µM. Q96T88. AID 687016. UHRF1 binding to methylated oligo, TR-FRET; in the data active = inhibition above about 21%;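 note: UHRF1 SRA domain binding a hemimethylated CpG hairpin DNA probe; 0% = median of test compound wells and 100% = reference inhibitor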
# LEDGF integ inh – blocks HIV-1 LEDGF/p75-dependent DNA integration | inhibition, % at 3.7 µM | TR-FRET IN-LEDGF/p75 DNA integration, Eu/Cy5 | AID 743269 | 370,000 tested, 0.64% active;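 active = inhibition above the screen-wide mean plus 3 SD, cut at about 13% in these data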;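 note: signal is the Cy5 over europium emission ratio at 671 and 618 nm; 0% = plate median of compound wells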
# MBD2 DNA inh – blocks human MBD2 binding to methylated DNA; Q9UBB5; TR-FRET, MBD2 binding to methylated oligonucleotide; inhibition, % at 4.4 µM; 370,000 tested, 0.31% active; AID 686964; in the data active = inhibition above about 13%
# TCR CD3 inh – human TCR-CD3 binding inhibition | TAMRA-labeled TCR probe fluorescence, biochemical | inhibition, % at 9.4 µM | 360,000 tested, 0.37% active | AID 651800; in the data active = inhibition above about 19%;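 note: recombinant mutant TCR 2C K166C tagged with TAMRA read by polarization; 0% = receptor in buffer alone and 100% = receptor with positive control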
# PRMT1 FP inh – PRMT1 (human) inhibition, primary screen; Q99873; inhibition, % at 2.79 µM; 370,000 tested, 1.3% active; recombinant PRMT1, activity-based probe fluorescence polarization;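 active = inhibition above about 21% made by adding two undisclosed values, limit read from the data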
# DDE Tn7 FP inh – disrupts Tn7 cyclic peptide binding to fibrin D-Dimer-E complex; inhibition, % at 8.3 µM; 370,000 tested, 0.13% active; P02675; AID 720508; FP displacement of FITC-Tn7 peptide from fibrin DD(E); 0% = median of compound wells per plate;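 active = inhibition above the mean of compounds falling within the control limits plus 3 SD of them, cut at about 14% in these data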;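 note: 0% = plate median of compound wells and 100% = 10 µM Aha-Tn7 peptide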
# Target sequence (P02675 whole entry, looked up): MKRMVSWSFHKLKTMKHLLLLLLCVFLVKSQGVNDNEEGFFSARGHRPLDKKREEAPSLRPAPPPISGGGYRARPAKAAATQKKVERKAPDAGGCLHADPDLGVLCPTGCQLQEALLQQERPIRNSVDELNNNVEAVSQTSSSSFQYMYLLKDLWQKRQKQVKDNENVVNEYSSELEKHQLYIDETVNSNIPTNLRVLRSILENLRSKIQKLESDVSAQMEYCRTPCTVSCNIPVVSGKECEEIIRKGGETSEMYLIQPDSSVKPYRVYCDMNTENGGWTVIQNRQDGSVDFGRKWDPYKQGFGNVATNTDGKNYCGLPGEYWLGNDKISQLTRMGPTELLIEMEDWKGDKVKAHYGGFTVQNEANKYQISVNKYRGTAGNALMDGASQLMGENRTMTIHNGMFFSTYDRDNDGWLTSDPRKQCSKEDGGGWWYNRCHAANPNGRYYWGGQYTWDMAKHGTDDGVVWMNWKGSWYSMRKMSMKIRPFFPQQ
#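 Assay system: human fibrin DD(E) protein / Input: 2 µM fibrin DD(E) / Benchmarks: high control of 10 µM Aha-Tn7 peptide / Measured by: fluorescence polarization of the labelled Tn7 tracer / Medium: Tris buffer with calcium and detergent, pH 7.8 / Timing: 10 min compound pre-incubation, 3 h probe incubation at room temperature / Repeats: one replicate per compound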
# TDP2 absorb – blocks human TDP2 phosphodiesterase activity; AID 720702; recombinant TDP2, T5PNP hydrolysis, p-nitrophenol absorbance 415 nm; 370,000 tested, 0.34% active; inhibition, % at 12.8 µM;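 active = inhibition above the mean of all tested compounds plus 3 SD, set per campaign, cut at about 25% in these data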;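 note: 0% = DMSO with enzyme and 100% = buffer with substrate but no TDP2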
#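 Read-out basis: percent inhibition. System: recombinant human TDP2. Buffer or medium: Mg2+-containing Tris-HCl buffer, pH 7.5. Repeats: single replicate. Timing: reaction 2 h, 37 °C. Benchmarks: high control without enzyme, low control DMSO plus TDP2. Probe or stimulus: 5 mM T5PNP. Doses: 12.8 µM only. Measured by: epi absorbance of p-nitrophenol freed from T5PNP by hydrolysis.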
# DDE Tn6 FP inh – disrupts Tn6 cyclic peptide binding to fibrin D-Dimer-E complex | P02675 | Fibrin DD(E) TRITC-Tn6 fluorescence polarization displacement | inhibition, % at 8.3 µM | 370,000 tested, 0.21% active;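 active = inhibition above a per-campaign cutoff: mean of compounds within control limits plus 3 SD, cut at about 15% in these data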;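 note: 0% = median of all compound wells on the plate and 100% = blocking peptide control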
# SIAE inh – blocks human sialic acid acetylesterase; AID 1053197; Q9HAT2; SIAE FP-Rh probe binding, fluorescence polarization; 370,000 tested, 0.69% active; inhibition, % at 9.66 µM;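 active = inhibition above a cutoff: mean of compounds within the control limits plus 3 SD of those, cut at about 17% in these data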;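 note: 0% = plate median of compound wells and 100% = probe without SIAE protein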
# Target sequence (Q9HAT2 whole entry, looked up): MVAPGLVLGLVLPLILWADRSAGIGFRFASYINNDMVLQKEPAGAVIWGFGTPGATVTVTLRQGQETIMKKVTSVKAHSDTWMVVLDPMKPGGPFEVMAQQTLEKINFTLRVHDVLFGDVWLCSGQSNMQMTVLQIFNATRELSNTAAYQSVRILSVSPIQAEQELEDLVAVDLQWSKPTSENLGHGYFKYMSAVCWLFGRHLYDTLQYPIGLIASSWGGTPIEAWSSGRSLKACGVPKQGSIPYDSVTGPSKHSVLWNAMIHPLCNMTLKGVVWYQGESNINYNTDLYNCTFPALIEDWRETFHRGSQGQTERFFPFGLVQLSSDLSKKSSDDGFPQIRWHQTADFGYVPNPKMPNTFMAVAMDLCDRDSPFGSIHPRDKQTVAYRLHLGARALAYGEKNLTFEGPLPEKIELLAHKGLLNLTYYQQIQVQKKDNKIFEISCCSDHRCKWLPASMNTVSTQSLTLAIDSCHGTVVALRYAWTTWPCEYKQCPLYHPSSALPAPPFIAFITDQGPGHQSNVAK
# proKLK7 act – activates the human kallikrein-7 zymogen. P49862. purified proKLK7, EDANS-DABCYL substrate fluorescence; 100% is mature enzyme control, 0% vehicle. activation, % at 7 µM. 370,000 tested, 0.9% active. AID 652039;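 active = activation above the mean of all tested compounds plus 3 SD, computed per campaign excluding outliers beyond control limits, cut at about 13% in these data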
# An asterisk follows results filed as active. Outcome played no part in choosing rows; any-hit rate near 4.6%.
SMILES,UHRF1 MBD2 ctr,LEDGF integ inh,MBD2 DNA inh,TCR CD3 inh,PRMT1 FP inh,DDE Tn7 FP inh,TDP2 absorb,DDE Tn6 FP inh,SIAE inh,proKLK7 act
Cc1cccc(C(=O)OCC(=O)c2cccc(Br)c2)c1O,-2,-2,1,0,4,-2,6,-1,2,-0.1
COc1ccc(S(=O)(=O)N(CC(=O)NCc2cccnc2)Cc2ccccc2)cc1,1,1,3,5,1,5,0,-3,-4,-0.2
COc1ccc(Cl)cc1NC(=O)COC(=O)C1CC1,-1,-1,-4,1,0,13,10,-10,2,-0.7
COc1ccc(S(=O)(=O)Oc2ccc3ccccc3c2)cc1,2,1,-6,-1,-4,8,-5,-5,6,0.2
CN(C)/C=C1\C(=O)N(C)N=C1C(F)(F)F,0,1,3,3,0,3,18,1,1,-0.1
COc1cc(CNc2ncn[nH]2)ccc1OCc1cccc(C)c1,-2,2,2,-4,-1,4,8,-3,-2,-0.6
CON(C)c1nc(OCCNC(=O)OCc2ccc(Cl)cc2C)nc(N(C)C)n1,1,-5,3,-7,1,1,-4,0,1,-0.2
CCC(=O)c1cn(CC(=O)O)c2ccccc12,-2,2,0,0,-1,0,13,3,6,-0.5
Cc1cc(C)n(CC(=O)NCc2ccccc2)c(=O)c1C#N,-1,0,1,3,-3,5,12,2,-9,0.9
Cc1ccc(OCc2ccoc2C(=O)O)cc1C,2,2,0,-1,0,-2,-12,-5,-1,-0.4
C=CCNC(=O)c1ccc2c3n(nc2c1)-c1ccc(Cl)cc1CO3,-8,-2,-1,6,1,4,2,3,-14,1.9
CC(C)c1ccc(NC(=O)c2ccc3c(c2)C(=O)N(Cc2cccnc2)C3=O)cc1,2,0,2,7,1,2,10,4,7,0.2
CC(=O)OC1(C(C)=O)CCC2C3CC(C(F)(F)F)C4=CC(=O)CCC4(C)C3CCC21C (stereo unspecified),-1,-1,-1,2,2,-1,-1,6,2,0.6
Clc1ccc(Cl)c(OCCN2CCCC2)c1,6,8,8,-12,3,1,1,2,-2,-0.5
Cc1nc2cc3sc(C)nc3cc2s1,-4,1,-5,15,2,6,4,12,4,0.5
CCNC(=O)N(CC)C[C@H]1N[C@@](Cc2ccccc2)(C(=O)OC)[C@H]2C(=O)N(C)C(=O)[C@@H]12,3,6,6,-1,1,4,-2,6,12,-0.5
O=C(N/N=C/c1ccc(Br)s1)c1ccco1,-4,3,-4,4,-2,-3,0,5,13,0.3
CC(c1ccccc1)N1CCc2[nH]c(=S)[nH]c(=O)c2C1 (stereo unspecified),-4,0,-10,5,-3,9,7,1,5,0.4
NS(=O)(=O)c1ccc(CNC(=O)CCC2CCCCC2)cc1,-1,0,-1,1,1,3,1,-6,-3,0.3
CC(Oc1ccc2c3c(c(=O)oc2c1)CCC3)C(=O)N[C@@H](Cc1ccccc1)C(=O)O (stereo partly specified),3,-2,6,-3,11,3,-9,-10,-9,-2.6
CN1CCN(C(=O)/C(=C/c2ccc(F)cc2)NC(=O)c2ccccc2)CC1,0,-4,-1,-6,1,-1,3,-11,2,0.2
Cc1cccc(C)c1OCCNC(=O)CCC(=O)c1ccccc1,1,1,-8,2,-1,-6,-13,-2,1,-0.6
CCCCCNC(=O)c1cc(S(=O)(=O)N2CCCCC2)ccc1F,-1,4,2,6,3,-6,-13,-1,3,-0.4
COC(=O)C(Cc1c[nH]c2ccccc12)N1CCS(=O)(=O)CC1 (stereo unspecified),0,-3,-2,1,-1,5,-2,6,-1,0.1
O=C(OCCN=C1NS(=O)(=O)c2ccccc21)c1ccncc1,1,7,-4,7,1,-3,6,2,2,0.1
COc1ccc(Cl)cc1-c1cc(C(=O)NCc2cc(C(F)(F)F)cc(C(F)(F)F)c2)[nH]n1,-2,-4,2,2,2,-6,-1,-1,-7,-0.3
CC1CCCC(NC(=O)c2cn(C)c3ccc(S(=O)(=O)N4CCCC4)cc3c2=O)C1C (stereo unspecified),9,-1,-4,2,-1,-3,-2,1,-8,-0.2
COc1ccc(S(=O)(=O)N2N=C(c3cccc(NS(C)(=O)=O)c3)CC2c2ccco2)cc1 (stereo unspecified),-1,-1,-2,-1,23*,-1,-7,3,-8,-1.0
O=C(C[n+]1ccc(C(=O)NCc2ccccc2)cc1)c1ccc(Cl)cc1,-1,1,4,2,2,2,5,0,-4,-2.0
Fc1ccccc1CSc1nnc(Cn2cnc3ccccc32)n1-c1ccccc1,-1,-2,2,-9,1,1,3,-2,4,-0.1
Cc1cccc(Cn2nc(C)cc2NC(=O)Cn2cc([N+](=O)[O-])cn2)c1,1,2,-1,6,-10,-1,-11,-8,1,0.6
CCOC(=O)N1CCN(C(=O)C2CCN(S(=O)(=O)N(CC)CC)CC2)CC1,-1,-3,4,8,1,-5,-14,-8,-1,0.2
c1ccc(-c2nc(-c3ccco3)cs2)nc1,1,11,-3,5,51*,-10,-4,-6,-4,-8.4
COc1cccc(CNC(=O)C2CCCN(C(=O)c3ccc(Cl)cc3)C2)c1 (stereo unspecified),1,3,2,2,-4,-4,-2,2,-2,-0.3
CCC1(C)OC(=O)NN(c2ccc(C)cc2)C1(C)O (stereo unspecified),8,2,2,3,-1,-1,-16,0,3,0.0
COc1cc([N+](=O)[O-])ccc1NC(=O)C1CCCN(S(C)(=O)=O)C1 (stereo unspecified),2,-3,-3,-1,3,9,6,3,4,0.2
O=C(O)CSCC(=O)N1CCCCC1,0,1,4,3,-2,-1,1,3,6,-0.2
O=C(NCC1CC1)C1(S(=O)(=O)c2ccccc2)CC=CC1,-6,4,-2,2,-3,-5,1,2,6,0.9
COCCN(C(=O)COC(=O)c1ccc(Br)o1)c1c(N)n(Cc2ccccc2)c(=O)[nH]c1=O,12,1,5,-7,5,1,1,-2,3,-0.2
O=C(Cc1ccc(F)cc1)NC1CCSC1=O (stereo unspecified),4,-2,-2,-1,5,7,3,5,-3,-0.3
CCN(CC)c1ccc(C2C(C(C)=O)C(=O)CC(C)(O)C2C(C)=O)cc1 (stereo unspecified),-2,1,0,6,1,-8,2,-6,2,-0.5
Cc1ccc(C)c(NC(=O)c2cc(-c3ccccc3O)n[nH]2)c1,2,-7,-4,-1,4,1,-1,-2,-5,-1.0
CCCOc1ccc(F)cc1-c1cc(C(=O)Nc2ccc(C)c(NS(C)(=O)=O)c2)[nH]n1,0,-3,-2,-1,-1,3,2,-9,-58,0.0
COc1ccc(-c2cnc3c(NC(C)=O)cc(-c4cc(F)ccc4OC)cn23)cc1OC,-3,-3,-2,-3,5,4,5,-1,12,-2.2
COc1ccc(NC(=O)NNC(=O)c2ccc(-c3ccccc3)cc2)c(OC)c1,-1,1,-4,5,1,-6,6,-4,-4,0.7
COc1ccc(/C=C/C(=O)OCC(=O)NC2CCCC(C)C2C)cc1S(=O)(=O)N1CCOCC1 (stereo unspecified),3,0,2,1,1,3,1,10,0,-0.2
CCOc1ccc(C(=O)CCC(=O)N2CCN(S(=O)(=O)c3cccc(F)c3)CC2)cc1,0,7,1,-4,-6,0,-8,9,-1,0.2
CCN(CC)S(=O)(=O)c1ccc(Cl)c(C(=O)NCc2ccccc2Cl)c1,-2,-5,-3,12,-2,-7,-8,0,-6,0.5
O=C(NC(=S)Nc1ccccc1Br)c1cccnc1,-1,4,1,3,-2,-4,12,1,7,-0.2
CCCNC(=O)c1ccc(COc2ccc(C)cc2)o1,-1,-1,-5,4,-2,13,20,10,2,-0.7

# A run of entries from further up:
SMILES,UHRF1 MBD2 ctr,LEDGF integ inh,MBD2 DNA inh,TCR CD3 inh,PRMT1 FP inh,DDE Tn7 FP inh,TDP2 absorb,DDE Tn6 FP inh,SIAE inh,proKLK7 act
O=C(NC(=S)Nc1ccccc1Br)c1cccnc1,-1,4,1,3,-2,-4,12,1,7,-0.2
CCCNC(=O)c1ccc(COc2ccc(C)cc2)o1,-1,-1,-5,4,-2,13,20,10,2,-0.7

# Next structures.
SMILES,UHRF1 MBD2 ctr,LEDGF integ inh,MBD2 DNA inh,TCR CD3 inh,PRMT1 FP inh,DDE Tn7 FP inh,TDP2 absorb,DDE Tn6 FP inh,SIAE inh,proKLK7 act
O=C(CSc1nnc(CNC(=O)c2cccs2)o1)c1ccccc1,4,0,1,9,1,0,4,0,-7,-0.7
CCCCN(CC)C(=O)CSc1nc2n[nH]c(C)c2c(=N)n1-c1cccc(C)c1,-1,4,1,3,3,0,-3,-3,-6,0.2
Cc1ccc(S(=O)(=O)N(C)c2ccc(C(=O)NCc3ccccc3F)cc2)cc1,1,2,3,3,-1,7,1,4,3,-0.7
COc1ccc(NC(=O)CC(C)c2ccccc2)c([N+](=O)[O-])c1 (stereo unspecified),15,3,0,4,-1,0,-5,-5,0,-0.1
CCOc1nc(NCCO)nc(Nc2ccccc2F)n1,2,-5,1,-2,1,6,6,-2,4,-1.0
CCOC(=O)Cn1nnnc1C(CC)N(Cc1cccs1)Cc1cc2cc(C)ccc2[nH]c1=O (stereo unspecified),-1,-1,1,4,-1,-3,-7,-2,2,-0.1
Cc1ccc(NS(=O)(=O)c2cccc(C(=O)N3CCN(c4ncccn4)CC3)c2)cc1,-3,2,-5,5,-1,-2,4,4,4,0.2
Cc1sc(NC(=O)c2cccc([N+](=O)[O-])c2)c(C(N)=O)c1-c1ccc(C(C)(C)C)cc1,0,0,-2,8,-4,2,6,5,-1,0.3
Cc1ccc(C(=O)N2CCC(C(=O)Nc3cccc([N+](=O)[O-])c3)CC2)cc1,0,-1,0,0,1,-2,6,-3,-2,0.7
COc1ccc(-n2nnnc2-c2nc3ccccc3s2)cc1,-1,-3,-1,-1,0,0,4,-1,-3,-8.6
NC(Cc1ccc(C(F)(F)F)cc1)c1csc(Nc2ncccn2)n1 (stereo unspecified),0,4,-3,9,0,-5,-1,-2,0,0.2
COc1ccc(/C=C(\NC(=O)c2ccccc2)C(=O)NC2CCS(=O)(=O)C2)cc1 (stereo unspecified),-2,0,-9,6,-4,9,13,8,1,-0.3
CC(=O)c1cccc(CN2CCCC(C(=O)c3ccc4c(c3)OCO4)C2)c1 (stereo unspecified),-4,4,-7,4,-1,3,6,2,0,0.8
COc1cccc(NC(=O)C(NCCc2ccc(S(N)(=O)=O)cc2)c2ccccc2)c1 (stereo unspecified),-2,7,-5,6,-4,-5,1,5,1,-0.2
COc1ccc(NC(=S)NC(NC(=O)c2ccc(Cl)cc2Cl)C(Cl)(Cl)Cl)c([N+](=O)[O-])c1 (stereo unspecified),-13,-2,-20,2,1,0,-6,5,-45,-0.3
CCN(CC)C(=O)N1CCN(Cc2ccc3c(c2)OCO3)CC1,0,-1,-5,8,-3,-2,2,2,6,-0.2
Cc1ccc(CSCc2ccc(C(=O)NCCC(C)C)o2)cc1,0,2,1,4,-1,1,10,5,5,0.6
CCOC(=O)CNC(=S)n1cnc(N)n1,-1,2,-2,12,1,0,9,-4,5,0.0
